# HTR5A inv ctr: HTR5A inverse agonism, opioid heterodimer counter-screen; hit rate 0.083% among 340,000; HTR5A cell line, luminescence; inhibition, % at 9.3 µM; P47898; in the data active = inhibition mostly above about 23%, no sharp cut-off; inactive = mostly below about 18%;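 also: 0% = cells with DMSO and 100% = no-cell wells with DMSO; some compounds called inactive have numbers as strong as hits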
# Target sequence (P47898 whole entry, looked up): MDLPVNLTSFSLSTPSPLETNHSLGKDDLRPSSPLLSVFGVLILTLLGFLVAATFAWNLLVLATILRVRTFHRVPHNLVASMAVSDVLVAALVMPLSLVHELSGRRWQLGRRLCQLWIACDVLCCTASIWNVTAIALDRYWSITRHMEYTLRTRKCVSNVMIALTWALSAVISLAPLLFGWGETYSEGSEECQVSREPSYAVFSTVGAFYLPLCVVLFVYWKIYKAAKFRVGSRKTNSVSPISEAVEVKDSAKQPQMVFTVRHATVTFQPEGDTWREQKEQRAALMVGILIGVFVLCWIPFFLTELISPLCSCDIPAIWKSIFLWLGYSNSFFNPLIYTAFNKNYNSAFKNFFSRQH
# V-ATPase pH: yeast V-ATPase proton transport regulation by pHLuorin. hit rate 0.37% among 350,000. AID 504577. S. cerevisiae, pHLuorin cytosolic pH fluorescence. response, % at 10 µM; in the data active = response mostly above about 7.3%, no sharp cut-off; inactive = mostly below about 5.4%; also: actives read high; inactives centre near 0; some compounds called inactive have numbers as strong as hits; reference of the scale not given here
# HTR5A ag: counter-screen for OPRM1-OPRD1 agonists: human HTR5A agonism | HTR5A agonist assay, luminescence, cell-based | P47898 | activation, % at 9.3 µM | hit rate 0.61% among 340,000; in the data active = activation mostly above about 9.5%, no sharp cut-off; inactive = mostly below about 7.6%;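 also: 0% = cells with vehicle only and 100% = reference agonist; strong numbers were not always called active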
# DAGLB inh: blocks human DAGLB lipase activity. Q8NCG7. HEK293T DAGLB membrane lysate, EnzChek fluorogenic substrate. inhibition, % at 5.17 µM. hit rate 0.059% among 340,000. AID 504411; in the data active = inhibition above about 34%;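 also: 0% = enzyme with vehicle and 100% = wells lacking enzyme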
# Target sequence (Q8NCG7 whole entry, looked up): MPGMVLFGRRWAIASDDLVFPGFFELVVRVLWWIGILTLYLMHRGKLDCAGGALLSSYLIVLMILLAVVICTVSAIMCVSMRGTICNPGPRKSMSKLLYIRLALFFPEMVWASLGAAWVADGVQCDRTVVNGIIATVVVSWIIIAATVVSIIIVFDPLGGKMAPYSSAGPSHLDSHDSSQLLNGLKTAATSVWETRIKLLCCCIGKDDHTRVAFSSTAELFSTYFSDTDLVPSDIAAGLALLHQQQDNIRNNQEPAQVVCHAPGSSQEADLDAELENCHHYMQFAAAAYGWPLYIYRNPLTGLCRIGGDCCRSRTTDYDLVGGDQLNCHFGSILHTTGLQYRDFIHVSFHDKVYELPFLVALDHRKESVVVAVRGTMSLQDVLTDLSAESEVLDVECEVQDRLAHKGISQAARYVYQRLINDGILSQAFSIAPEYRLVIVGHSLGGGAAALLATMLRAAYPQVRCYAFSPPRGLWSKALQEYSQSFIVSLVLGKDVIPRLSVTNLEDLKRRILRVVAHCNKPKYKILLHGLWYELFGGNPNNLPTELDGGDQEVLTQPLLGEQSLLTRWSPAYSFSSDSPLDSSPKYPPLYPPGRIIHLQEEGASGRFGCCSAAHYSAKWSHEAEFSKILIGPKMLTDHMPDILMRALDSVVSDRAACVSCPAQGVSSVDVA
# OPRM1-OPRD1 ag: agonists of human mu-delta opioid receptor heterodimerization | P35372+P41143 | cells, OPRM1-OPRD1 heterodimerization, luminescence | activation, % at 9.3 µM | hit rate 0.3% among 340,000; in the data active = activation above about 18%;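 also: 0% = vehicle-treated cells and 100% = reference agonist; values of inactives mirror those of a sister screen read the other way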
# PKA-R2B act: activators of human PKA-R2B complex | PKA-R2B holoenzyme dissociation, Cy5-IP20 fluorescence polarization; R2B truncated from residue 108, S112A mutant; 0% DMSO only, 100% 113 µM cGMP | activation, % at 11.4 µM | hit rate 0.079% among 340,000;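 active = activation above a cutoff set at the mean over all compounds plus 3 SD, cut at about 18% in these data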;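 also: higher means more holoenzyme dissociation and a rise in polarization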
# Pemphigus Ab inh: inhibitors of pemphigus antibody binding to human desmoglein-3. P32926. DSG3-coupled beads, scFv-anti-DSG3-GFP binding, flow cytometry; active compounds read low. binding (percent of control), % at 10 µM. hit rate 0.48% among 310,000;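 active = binding more than 3 SD below its plate's average and above zero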;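 also: hits lower antibody fragment binding to DSG3; some compounds called inactive have numbers as strong as hits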
# Arr AP2 block: blocks beta-arrestin peptide binding to AP2 adaptin. FITC-arrestin peptide / GST-AP2 beads, flow cytometry; AP2 beta2 appendage carries R879A mutation. inhibition, % at 10 µM. hit rate 0.31% among 340,000. AID 504490;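 active = inhibition above a set limit, near 3 SD of compounds lacking own fluorescence, cut at about 54% in these data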;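 also: plate controls were DMSO wells for no effect and 5 µM unlabelled arrestin peptide for full effect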
#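 System: GST-AP2 R879A bound to glutathione beads, E. coli-expressed. Also added: 50 nM FITC-arrestin peptide. Schedule: compound with beads 12 min RT, then probe 1 h RT. Signal: bead flow cytometry, FITC channel. Read-out basis: percent response.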
# PKA-R1A activ: activates the PKA-R1A holoenzyme complex | PKA-R1A dissociation, Cy5-IP20 fluorescence polarization; scaled: DMSO 0%, 113 µM cGMP 100% | hit rate 0.083% among 340,000 | activation, % at 11.4 µM | P00514+P68181 | AID 504707;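 active = percent activation above the mean of all tested compounds plus 3 SD, cut at about 19% in these data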;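 also: higher means more PKAc released from R1A so a rise in polarization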
# MOR-DOR inv ag: inverse agonists of human mu-delta opioid receptor heterodimerization. P35372+P41143. cell-based MOR-DOR heterodimer luminescence, inverse agonism. inhibition, % at 9.3 µM. hit rate 0.21% among 340,000; in the data active = inhibition above about 22%, passing the limit was not always enough;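 also: 0% = cells with DMSO and 100% = wells without cells with DMSO; values of inactives mirror those of a sister screen read the other way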
# Active calls of the source: *; nt = no result given. The order is random; any-hit rate near 2.4%.
SMILES,HTR5A inv ctr,V-ATPase pH,HTR5A ag,DAGLB inh,OPRM1-OPRD1 ag,PKA-R2B act,Pemphigus Ab inh,Arr AP2 block,PKA-R1A activ,MOR-DOR inv ag
CC(=O)NS(=O)(=O)c1ccc(NS(=O)(=O)c2ccc3ccccc3c2)cc1,13,2,-4,1,-0.8,-1,101,-6,2,4
COc1cccc(OCC(=O)NNC(=S)Nc2ccc(Cl)cc2Cl)c1,9,0,-2,5,-0.6,0,96,-1,-11,3
Cc1cccc(C)c1NC1=NCCCCC1,-17,3,6,0,-0.4,-2,104,18,7,2
O=c1[nH]c2cc3c(cc2cc1CN(Cc1cccnc1)C(=S)NCc1ccco1)OCCO3,-20,0,1,-1,-0.8,-10,103,-6,8,4
CCOC(=O)CNC1CC(=O)N(c2cccc(Cl)c2)C1=O (stereo not drawn),8,2,-5,-4,-2.0,3,98,-7,-14,12
CC(=O)Nc1ccc(NC(=O)CSc2ccc(-c3ccc4c(c3)OCO4)nn2)cc1,-1,-1,0,-2,1.4,-12,60*,7,-1,-8
Cc1ccc(C(=O)NCC(=O)NCC(=O)OCC(=O)c2ccc(F)cc2)cc1,-6,7,-1,-1,-1.2,4,101,0,-9,8
COC(=O)C(CC(=O)c1ccc(C)cc1)n1nc(C)cc1C (stereo not drawn),-11,2,3,-3,-3.0,2,102,-11,-2,14
Cc1cc(C)cc(OCC(=O)O/N=C(\N)c2ccccn2)c1,-11,-2,-1,1,1.2,4,105,10,-1,-7
Cc1ccc(C(=O)CC2(O)C(=O)N(Cc3ccccc3Cl)c3ccccc32)o1 (stereo not drawn),-45,-5,16,2,-0.6,3,nt,12,-11,3
CS(=O)(=O)N1c2ccccc2[C@@]2(Br)C[C@H]3C(=O)N[C@@H](Cc4ccccc4)C(=O)N3[C@@H]12,2,-3,2,4,-2.1,-8,89,-6,1,10
O=C(NCCCO)c1c(O)c2cccc3c2n(c1=O)CCC3,-7,-2,2,0,-2.5,0,91,23,7,14
CSc1ccccc1OCc1cc(C(=O)N2CCN(c3ccccc3)CC2C)no1 (stereo not drawn),-5,0,7,-2,7.0,-3,106,-3,-5,-38
O=S(N1CCc2ccccc21)C12CC3CC(CC(C3)C1)C2 (stereo not drawn),7,1,-3,-6,0.6,-1,98,-7,6,-3
COc1ccc(NC(=O)c2cccs2)cc1O,15,-33,-4,-1,-0.3,-14,110,-5,-6,1
Cc1nc2c(C)cccn2c(=O)c1NC(=O)c1ccco1,-22,3,7,1,-2.2,-7,101,-21,0,15
CCc1cccc(NC(=O)CCCSc2nc3ccccc3[nH]2)c1,-10,0,3,-2,-0.6,-5,129,-42,1,3
O=C(Nc1ccccc1)c1cn2ccccc2n1,-3,-2,1,0,0.5,2,104,9,2,-3
COc1cc(-c2cc(O)c(-c3ccc4ccccc4n3)c(=O)[nH]2)cc(OC)c1OC,-23,-5,6,-3,-0.8,1,125,-8,-4,4
O=C(NCCCc1ccccc1)c1cc(COc2c(F)cccc2F)on1,15,-2,-1,-4,-2.3,-12,103,2,-17,12

# 4 records picked at random from those above, as already listed:
SMILES,HTR5A inv ctr,V-ATPase pH,HTR5A ag,DAGLB inh,OPRM1-OPRD1 ag,PKA-R2B act,Pemphigus Ab inh,Arr AP2 block,PKA-R1A activ,MOR-DOR inv ag
O=C(NCCCc1ccccc1)c1cc(COc2c(F)cccc2F)on1,15,-2,-1,-4,-2.3,-12,103,2,-17,12
COc1cc(-c2cc(O)c(-c3ccc4ccccc4n3)c(=O)[nH]2)cc(OC)c1OC,-23,-5,6,-3,-0.8,1,125,-8,-4,4
O=C(NCCCO)c1c(O)c2cccc3c2n(c1=O)CCC3,-7,-2,2,0,-2.5,0,91,23,7,14
CCc1cccc(NC(=O)CCCSc2nc3ccccc3[nH]2)c1,-10,0,3,-2,-0.6,-5,129,-42,1,3

# Next section:
SMILES,HTR5A inv ctr,V-ATPase pH,HTR5A ag,DAGLB inh,OPRM1-OPRD1 ag,PKA-R2B act,Pemphigus Ab inh,Arr AP2 block,PKA-R1A activ,MOR-DOR inv ag
Cc1cc(S(=O)(=O)Nc2ccc(F)cc2)c(C)s1,-2,-3,1,-5,1.3,2,96,10,-2,-7
O=[N+]([O-])c1cccc(CP(=O)(c2ccccc2)c2ccccc2)c1,5,1,-1,0,-3.7,-4,103,-16,-9,15
C/C(=N/N=C(/C)c1cccs1)c1cccs1,-4,1,1,-9,-2.4,-5,106,7,-10,12
COc1ccc(C2=NOC(Cn3nc(C(=O)NCc4ccc5c(c4)OCO5)cc3-c3ccccc3)C2)cc1 (stereo not drawn),-27,7,7,-3,-1.4,-2,109,35,4,6
COc1ccc(CN2CC(=O)N(c3cccc(Cl)c3)C2=S)cc1OC,3,-1,-1,-4,-2.4,4,118,30,9,11
COc1ccc(C2/C(=C(/O)c3ccc4c(c3)CC(C)O4)C(=O)C(=O)N2CCCn2ccnc2)cc1OC (stereo not drawn),-5,0,1,-1,-2.2,-12,114,-14,6,11
Cc1nc(NC(=O)c2cc3c(C)nn(-c4ccccc4)c3s2)sc1C(=O)Nc1ccccc1,3,-2,-1,-1,-1.7,-11,95,16,-4,8
Cc1ccc(C(C)C)c(OCCCCCN2CCOCC2)c1,8,-1,6,-3,1.9,-17,97,-18,7,-12
COc1ccc(C2CC(c3ccccc3)=NN2C(=O)COC(=O)c2cccnc2Cl)cc1 (stereo not drawn),-6,-4,5,2,-2.7,-7,103,-3,-4,14
O=C(CCN1C(=O)NC2(CCCC2)C1=O)Nc1ccc(-c2nc3ccccc3s2)cc1,-8,-6,5,0,-2.4,1,99,-14,-4,9
O=C(NCc1cccs1)c1cc(-c2ccccc2)nn1CC1CC(c2cccnc2)=NO1 (stereo not drawn),-65,-1,-2,0,-2.3,4,94,-4,0,13
CCOC(=O)N1CCN(S(=O)(=O)N2CCCC(C(=O)NCCc3ccc(C)cc3)C2)CC1 (stereo not drawn),-4,1,-1,-5,-0.8,0,96,18,7,4
Cc1nn(-c2ccccc2)c(Cl)c1/C=N/NC(=O)c1[nH]ncc1Br,5,0,-1,-3,0.0,-10,90,37,-21,0
COc1ccc(OCC(=O)N2N=C(C)CC2(O)C(F)(F)F)cc1 (stereo not drawn),1,2,3,-2,-2.7,-20,97,3,-5,13
Cc1sc(NC(=O)c2cc3ccccc3oc2=O)c(C(=O)OC(C)C)c1-c1ccccc1,-14,0,-1,-1,-1.7,-8,99,-12,-1,10
CCc1nnc(NC(=S)Nc2ccccc2)s1,2,0,-7,5,-5.7,-7,105,-2,2,26
CC(=O)Nc1ccc(Cc2nc3ccccc3[nH]2)cc1,-2,1,2,-1,-1.9,-7,88,4,3,10
COc1ccc(NC(=O)CSc2nc3c(c(=O)n2-c2ccccc2OC)SCC3)cc1,1,-7,-2,1,-1.1,3,109,-4,12,6
CC(=O)c1cccc(N2Cc3ccccc3C2=NC(=O)CCl)c1,1,0,0,-1,-0.8,-1,104,7,-13,4
O=C(NC1CCCCC1)c1cc(Cl)ccc1[N+](=O)[O-],12,1,-5,-2,-2.4,-3,106,5,1,15
Cc1ccc(S(=O)(=O)N2CCN(C(=O)c3cc(-c4cccs4)nn3-c3ccccc3)CC2)cc1,-6,0,2,-3,-0.6,3,109,21,0,3
CC(C)C(=O)N1CCN(c2ccccc2NC(=O)Cc2ccc(Cl)cc2)CC1,-5,1,0,0,-2.1,-9,105,-2,-11,12
COc1ccccc1N(CCC#N)C(=O)CSc1nc(-c2ccccc2)cn1N,-19,1,11,-1,-2.0,-3,105,14,-4,11
Cc1cc(Cl)c(OCCOCCN2CCCC(C)C2)c(Br)c1 (stereo not drawn),-3,0,-2,-1,2.3,-2,nt,0,-5,-10
CCOc1ccc(S(=O)(=O)NCC2CCCO2)cc1NC(=O)c1ccccc1F (stereo not drawn),4,0,-2,-1,-1.5,-6,109,8,-5,8
O=c1c2c(n3cnnc3n1-c1ccccc1)-c1ccccc1CC21CCCCC1,-16,-2,3,-1,-0.7,4,103,23,-10,4
O=C(N/C(=C\c1ccccc1)C(=O)N1CCCCC1)c1ccc(Br)o1,-9,-1,-2,2,-0.3,5,nt,33,1,2
COCCOC(=O)c1c(NC(=O)CN(C)c2ccccc2)sc(C(N)=O)c1C,6,2,-1,0,-1.9,-13,103,40,-3,10
COc1ccccc1C(=O)Nc1nnc(-c2ccco2)s1,-5,0,8,-3,-2.1,-3,104,0,-6,12
CC(C)(C)c1ccc(C(=O)Nc2ccc(C=C(C#N)C#N)cc2)cc1,-18,1,3,2,-0.4,-8,100,-6,-11,2
Nn1c(SCC(=O)N2CCOCC2)nnc1-c1ccc(Cl)cc1Cl,0,-4,-1,-1,-1.8,-16,97,1,-11,10
N#Cc1nc(COc2ccccc2)oc1N1CCC(Cc2ccccc2)CC1,-16,-2,-2,-17,-0.3,3,88,39,-5,2
O=C(COc1ccc([N+](=O)[O-])cc1)Nc1ccc(N2CCCC2)cc1,10,4,-1,0,-2.2,0,nt,9,-5,11
O=P(O)(O)CCP(=O)(c1ccccc1)c1ccccc1,8,1,-3,0,-2.5,11,103,-8,-7,15
Cc1ccc(C(=O)OCC(=O)Nc2nc(-c3ccccc3)cs2)cc1NC(=O)c1ccco1,-8,-6,3,6,0.2,-3,111,-13,-8,-1
Cc1ccc(S(=O)(=O)N(CC(=O)NCCSc2ccccn2)c2ccc(C)c(C)c2)cc1,-2,1,1,-7,1.6,-9,100,-17,-4,-8
O=C(NC(=S)Nc1c(Cl)ccc2nsnc12)c1ccco1,-3,-3,1,-7,0.3,8,99,28,2,-2
CN1CCCc2cc3c(C(F)(F)F)cc(=O)oc3nc21,1,7,-1,-10,-0.3,-7,114,37,0,2
O=C(N/N=C/c1ccc([N+](=O)[O-])o1)c1cc(-c2cccc(Br)c2)nc2ccccc12,1,-2,1,4,2.9,-2,nt,-2,1,-14
CC[C@@]1(C(=O)OC)N[C@H](CN(C)C(=O)Nc2ccc(F)cc2)[C@@H]2C(=O)N(Cc3ccccc3)C(=O)[C@@H]21,-1,0,0,-2,-0.1,-15,103,-9,-2,1
Cc1ccc(/C=C2\SC(=S)N(Cc3ccccc3)C2=O)o1,-7,2,0,3,5.4,-5,85,28,-6,-28
Cc1ccnc(NC(=O)Nc2ccc(Br)cc2Cl)c1,-2,-2,1,-2,-0.2,0,120,nt,-3,1
CCOC(=O)c1cn2nc(Oc3cccc(C(F)(F)F)c3)ccc2n1,8,-5,8,-7,0.1,-3,nt,5,11,-1
Cn1nnc2cc(C(=O)N3CCCCCC3)ccc21,-3,-1,3,-3,-1.9,-1,100,-4,-1,11
CN(C)S(=O)(=O)c1ccc(Cl)c(NC(=O)CSc2nc3c(cc2C#N)C(=O)CC(C)(C)C3)c1,-1,2,6,-6,-0.9,-6,107,-1,-1,5
COC(=O)N(C)C[C@H]1OCc2cnnn2CCCC(=O)N([C@H](C)CO)C[C@H]1C,nt,2,nt,0,nt,5,nt,nt,-3,nt
CC(C)(O)c1nnn(-c2ccccc2)c1C(F)(F)F,2,2,1,1,-0.5,-1,98,-4,0,3
O=[N+]([O-])c1cc(-c2ccccc2)cc([N+](=O)[O-])c1O,10,-1,-3,43*,-6.8,-14,97,28,4,30

# High-throughput results from PubChem BioAssay.
